# hcGAS lum: Primary biochemical luminescence assay for human cyclic GMP-AMP synthase inhibitors; Q8N884; recombinant h-cGAS, ATP depletion, Kinase-Glo luminescence; inhibition, % at 12.5 µM; 0.081% of 290,000 active; AID 1259398, 2018;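 further: 0% = vehicle reaction and 100% = reaction without DNA for no activity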
# Target sequence (Q8N884 whole entry, looked up): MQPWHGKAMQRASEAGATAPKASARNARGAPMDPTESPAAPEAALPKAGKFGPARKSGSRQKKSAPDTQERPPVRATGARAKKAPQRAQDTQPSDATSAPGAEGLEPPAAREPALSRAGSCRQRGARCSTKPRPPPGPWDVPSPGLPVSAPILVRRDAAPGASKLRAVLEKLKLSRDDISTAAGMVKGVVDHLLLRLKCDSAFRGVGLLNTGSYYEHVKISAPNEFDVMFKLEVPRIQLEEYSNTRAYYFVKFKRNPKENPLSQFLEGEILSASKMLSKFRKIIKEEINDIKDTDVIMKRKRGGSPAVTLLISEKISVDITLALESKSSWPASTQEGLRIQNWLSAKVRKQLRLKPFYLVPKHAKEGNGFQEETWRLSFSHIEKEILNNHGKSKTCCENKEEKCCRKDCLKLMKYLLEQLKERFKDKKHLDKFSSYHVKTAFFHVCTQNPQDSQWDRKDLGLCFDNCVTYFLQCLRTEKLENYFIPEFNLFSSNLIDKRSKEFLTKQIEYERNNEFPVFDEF
# mcGAS lum: cyclic GMP-AMP synthase inhibitors, mouse, primary biochemical chemiluminescence; inhibition, % at 12.5 µM; recombinant cGAS, Kinase-Glo ATP depletion luminescence; 0.15% of 160,000 active; Q8C6L5; AID 1259399, 2018;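 further: 0% = negative control wells and 100% = reference inhibitor with no enzyme activity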
# NPYLR7 agonist: agonists of mosquito NPYLR7 receptor, primary screen, cell-based, Aedes aegypti, calcium fluorescence, mosquito biting behavior. Aedes aegypti neuropeptide Y-like receptor 7 (NPYLR7). HEK293T NPYLR7/Galpha15, GCaMP6s calcium fluorescence. activation, % at 10 µM. 0.15% of 270,000 active; in the data active means activation above about 40%;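 further: 0% = vehicle and 100% = reference agonist at the receptor; some compounds past the cut are filed as inactive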
# Numbers without * were called inactive; · = not tested or not shown; & = joins results of further samples. Unless noted, no stated cut-off is given here; in the data, active means inhibition above about 40%; inactive means the rest.
molecule	hcGAS lum	mcGAS lum	NPYLR7 agonist
CCCCc1ccc(C(=O)N(CCCOC)Cc2c(C)nn(-c3cccc(F)c3)c2N2CCN(C)CC2)cc1	-5.3	-3.0	2.6
COc1ccc(-n2c(C)c(C)c(C#N)c2NC(=O)CN(C)CC(=O)N(C)C)cc1	-6.7	·	-3.2
Fc1ccc(Oc2ncccn2)c(Cl)c1	1.8	·	-3.1
CCC(NC(=O)c1ccncc1)c1ccccc1OC (centres undefined)	-2.8	·	-0.9
O=C(NCc1csc(C2CCN(C(=O)C3CCCO3)CC2)n1)C1CC1 (centres undefined)	-11.2	-5.8	·
COc1csc(C(=O)OC(c2cnn(C)c2)C(F)(F)F)c1 (centres undefined)	-2.1	·	0.6
COc1ncccc1-c1cncc(C(=O)N2CCCCC2)n1	-4.5	·	8.8
CCN(CC)c1ccc(CN(Cc2ccco2)C(=O)c2ccco2)c(OS(C)(=O)=O)c1	3.5	-0.1	-11.7
CC(C)Cn1cncc1CNC(=O)c1coc2c1C(=O)CCC2	-6.6	-12.0	·
Cc1nc(Nc2ccc(NC(=O)c3cccc(Cl)c3)cc2)cc(-n2ccnc2)n1	-7.8	-12.0	-13.1
CN1C(=O)C(=Cc2cc3c(cc2Cl)OCO3)C(=O)N(C)C1=O	0.9	-9.0	4.5
C=CCN(Cc1cccnc1)Cc1ccc(O)c(C)c1	-5.1	-15.7	-4.6
COc1ccccc1C1=NN(C(=O)CN2CCN(C)CC2)C(c2cc(C)ccc2C)C1 (centres undefined)	-3.9	-5.1	-0.4
Cc1cc(C)nc(NS(=O)(=O)c2ccc(F)cc2)n1	-7.6	·	11.1
COc1ccccc1NC(=O)CSc1nc(=O)n2ccccc2n1	-9.0	-7.1	-0.9
Cc1ccccc1C(=NCCCN(C)C)c1ccccc1C	-4.5	·	6.2
Cc1c(C(=O)NCc2ccc(C#N)cc2)sc(=O)n1Cc1cccc(F)c1	-4.4	·	17.0
O=C(NS(=O)(=O)c1ccc(Cl)cc1)N1CCCn2cncc2C1	-6.3	-9.0	-1.4
O=C(NCCNC(=O)C1CCN(C(=O)c2ccc(C(F)(F)F)cc2)CC1)c1ccccc1	-2.7	-8.4	3.5
CCCn1ccnc1-c1c(-c2ccccc2)ncn1Cc1ccc(CO)cc1	-6.1	-7.9	6.8

# Next records follow.
molecule	hcGAS lum	mcGAS lum	NPYLR7 agonist
Cc1csc(C2(C#N)Cc3ccccc3N3CCCC32)n1 (centres undefined)	-6.9	·	7.8
O=C(CSc1nc2c(c(=O)n1-c1ccccc1)SCC2)Nc1ccc(-c2ccccc2)cn1	-0.8	-2.1	-1.0
Cc1cc(C(C)(O)CNc2cncc(Cl)n2)c(C)o1 (centres undefined)	3.0	·	-1.5
C[n+]1cn(C2=C(NS(=O)(=O)c3ccccc3)C(=O)c3ccccc3C2=O)c2ccccc21	-2.9	·	9.3
COc1ccc(-c2noc(Nc3cc(OC)ccc3OC)n2)cc1	-5.3	·	0.4
CCCCN(CC(=O)Nc1c(-c2ccccc2)c(C)nn1-c1ccccc1C)C(=O)NC1CCCCC1	-7.8	-6.8	-5.8
O=C(c1cccs1)N1CCCN(c2cc(Oc3ccc(F)c(Cl)c3)ncn2)CC1	-6.1	-6.3	-9.7
O=C(Nc1nnc(-c2ccc(F)cc2)o1)C1CCN(S(=O)(=O)c2ccccc2C(F)(F)F)CC1	-8.0	·	7.5
CCCN(CC(=O)N(C)C)Cn1ncn(-c2ccccc2C)c1=S	-3.6	·	0.2
CCCCNC(=O)C1(C)CCN1C(=O)c1sccc1C (centres undefined)	-16.9	-6.6	2.9
CC1CCCN(C(=O)c2ccc(Cl)c(S(N)(=O)=O)c2)C1 (centres undefined)	-8.3	-7.5	3.2
O=C(c1ccc(S(=O)(=O)N2CCOCC2)cc1)N1CCN(Cc2ccc3c(c2)OCO3)CC1	-5.1	-6.4	-3.6
COc1cccc(/C=N\Nc2nc(-c3ccccc3)c3cc(C)ccc3n2)c1	1.1	-0.8	-7.6
COc1cccc(Oc2cnn(-c3ccccc3)c(=O)c2Nc2cccc(C(=O)NCc3cccnc3)c2)c1	-2.0	-2.2	4.9
CC(C)Sc1nc2c(c(=O)[nH]c(=O)n2C)n1CCCc1ccccc1	-5.7	·	-4.7
O=C(O)C1Cc2cc(Cl)ccc2O1 (centres undefined)	3.5	·	3.6
Cc1nn2c(NCCN(C)C)c3c(nc2c1-c1ccccc1)CCC3	-9.8	-7.9	4.0
O=C1CCCN1C(=O)CSc1n[nH]c(/C=C/c2ccc(F)cc2)n1	-4.2	·	6.3
CC(NCc1ccco1)c1nnc(-c2ccc(F)cc2)o1 (centres undefined)	-1.9	-3.7	4.2
Cc1nc(N2CCCC2)ncc1-c1cc(=O)[nH]c(N2CCc3ccccc3C2)n1	-2.9	-6.6	3.2

# Following part
molecule	hcGAS lum	mcGAS lum	NPYLR7 agonist
NS(=O)(=O)c1cccc(NC(=O)c2ccc3c(c2)CCC3)c1	6.9	·	1.9
C#Cc1ccc(-c2c(-c3ccccc3)ncn2CCC(=O)OC)cc1	-6.8	·	-7.7
CCOc1ccc(Nc2nc(Nc3cccc(C(C)=O)c3)nc(C)c2[N+](=O)[O-])cc1	6.3	·	-12.2
Cc1cc(C)n(CCSc2ccc3[nH]c(=O)oc3c2)n1	-8.1	·	13.1
CCc1cc(=O)[nH]c2nnc(SCC#N)n12	0.1	2.0	-3.0
CC(C)(C)CC(C)(C)Nc1c(-c2ccc(C(C)(C)C)cc2)nc2ccccn12	-3.8	-2.2	-6.0
CC(C)NC(=O)c1cccc2c1CCCN2C(=O)c1ccc(C#N)cc1	-9.2	·	2.6
C#CCOCC(O)CN(Cc1cccc(Cl)c1)CC1CC(c2ccc(C)cc2)=NO1 (centres undefined)	-1.6	-3.3	-1.6
CN1CCc2c(sc(NC(=O)C(C)(C)C)c2-c2nc3ccccc3s2)C1	-3.4	-5.1	22.3
Cc1ccc(CCC(=O)N(CC(F)(F)F)c2ccccn2)cc1	2.8	4.2	0.0
CCc1nc2c(OCC=C(C)C)cccn2c1N(C)C(=O)c1cccc(OC)c1	-5.9	-3.4	6.7
COc1ccc(C)cc1-n1c(C(C)N(CCc2ccccc2)C(=O)c2cccc(Br)c2)nc2ccccc2c1=O (centres undefined)	-12.9	-5.5	-2.7
Cc1nc(-c2cccc(C(F)(F)F)c2)nc(N2CCN(C(=O)NCc3ccccc3)CC2)c1Cc1ccccc1	-9.9	-6.9	-4.2
Cc1cc(NC(=O)C2CCCN2C(=O)C23CC4CC(CC(C4)C2)C3)ccc1N1CCCC1=O (centres undefined)	-6.0	·	1.1
O=C1NCC(COc2cccc3ccccc23)O1 (centres undefined)	3.9	0.0	5.8
CSc1ncccc1C(=O)N1C2CCC(O)(CC2)C1CN1CCOCC1 (centres undefined)	-3.7	-10.7	14.1
CCN1C(=O)CCN(C(=O)c2c(C)noc2C)CC12CCOCC2	-13.8	-6.3	·
COC(=O)Cc1cc(=O)[nH]c(=S)[nH]1	-2.5	·	0.5
O=C(Nc1ccc(Cc2nc(CCc3ccccc3)n[nH]2)cc1)C1CC1	-4.2	-5.3	2.3
Cc1nc(-c2ccc(CNC(=O)C3CCC3)o2)cs1	-6.5	-2.3	3.0

# Profiles from above. Order of screens: hcGAS lum, mcGAS lum, NPYLR7 agonist
# Shown for CCc1cc(=O)[nH]c2nnc(SCC#N)n12 = 0.1, 2.0, -3.0
# Shown for C#Cc1ccc(-c2c(-c3ccccc3)ncn2CCC(=O)OC)cc1 = -6.8, ·, -7.7
# Shown for Cc1cc(NC(=O)C2CCCN2C(=O)C23CC4CC(CC(C4)C2)C3)ccc1N1CCCC1=O (centres undefined) = -6.0, ·, 1.1
# Shown for O=C1NCC(COc2cccc3ccccc23)O1 (centres undefined) = 3.9, 0.0, 5.8

# Remaining list, next part.
molecule	hcGAS lum	mcGAS lum	NPYLR7 agonist
CN(CCc1ccccc1)C1(C(=O)NCc2cnn(C)c2)Cc2ccccc2C1	-7.0	-11.1	-4.4
COc1cccc(C(=O)N2C(C(=O)O)COC23CCN(C(=O)c2cccc(Cl)c2)CC3)c1 (centres undefined)	-1.1	-4.2	12.0
CC(=O)Nc1ccc(-c2ccccc2CN2CCOCC2)c2cccnc12	-2.9	-16.0	11.3
CC(=O)Cn1c(=O)c2c(nc3oc(-c4ccc(Cl)cc4)cn32)n(C)c1=O	-10.5	·	-5.5
CCOC(=O)CCC(=O)N1CCN(CC(OCc2ccc(C(=O)OC)cc2)c2ccc(Cl)cc2)CC1 (centres undefined)	-9.1	-7.9	-1.1
O=c1c2cc3c(=O)n(CCN4CCOCC4)ccc3nc2ccn1CCO	-4.3	·	0.7
Fc1ccc(NC2c3ccccc3-c3ccccc32)cc1	-0.1	-14.1	-0.1
CC(C)Oc1cccc(C(=O)C2CCCN(C3CCN(Cc4ccccn4)CC3)C2)c1 (centres undefined)	-6.4	-9.8	7.8
O=C1C(=O)N(CCN2CCOCC2)C(c2ccc(Cl)cc2)C1=C(O)c1ccc(F)cc1 (centres undefined)	-3.4	-6.0	13.5
C=CCOCC(O)CN(Cc1ccco1)Cc1c(CC)nn(-c2ccc(F)cc2)c1Oc1ccccc1 (centres undefined)	-2.3	-7.3	10.6
CCc1ccc(C2CC(=O)Nc3nn(Cc4ccccc4)c(C)c32)o1 (centres undefined)	0.9	·	-4.6
CC(C(=O)NC1CCCC1)S(=O)Cc1ccc(Cl)cc1 (centres undefined)	-6.2	-14.1	13.7
CN1C(=O)/C(=C\c2ccc3c(c2)OCO3)SC1=S	-3.8	-6.6	3.9
COc1cccc(CN2CCC(C(=O)NC(c3ccc(F)cc3)c3ncccc3C)CC2)c1 (centres undefined)	-4.8	-4.8	8.3
Cc1ccc(S(=O)(=O)C(C#N)=Cc2cccc(C(F)(F)F)c2)cc1	1.0	1.6	0.4
COc1ccc(-n2nc(C(C)(C)C)cc2NC(=O)Cc2ccccc2Br)cc1	-1.1	-4.5	13.7
COCC(=O)Nc1ccc(-n2nc(OCC(C)C)nc2-c2ccc(OC)cc2)cc1	1.6	-0.4	-13.3
O=C1CC(c2ccc3c(c2)OCCO3)c2cnn(Cc3ccncc3)c2N1 (centres undefined)	-5.7	·	15.9
COCCN(Cc1nc(C(=O)N2CCN(Cc3ccccc3)CC2)cs1)C(=O)Nc1ccc(Cl)c(Cl)c1	1.3	0.1	-7.3
COc1ccccc1Oc1cc(N2CCSCC2)ncn1	4.1	3.4	·

# (next part)
molecule	hcGAS lum	mcGAS lum	NPYLR7 agonist
O=c1[nH]nc(SCc2nc(-c3ccccc3)no2)n2nc(-c3cccs3)cc12	6.7	6.6	·
O=C1c2ccccc2CN1C12CC3CC(CC(C3)C1)C2	0.1	·	6.6
Cc1ccc(C(N)=NOC(=O)CCCc2ccccc2)cc1	-15.4	-8.9	4.4
O=C(NCc1ccc(Cl)nc1)c1csc([C@@H]2C[C@H](O)[C@@H](CO)O2)n1	-5.1	-7.4	1.1
Cc1cccc(CNC(=O)c2sc(=O)n(Cc3ccccc3C)c2C)c1	-7.2	·	13.1
COc1cccc(C(CN2CCN(C(=O)c3ccc(OC)cc3OC)CC2)OCc2cccc(Cl)c2)c1 (centres undefined)	1.8	-4.0	·
Cc1ccccc1C(=O)N1CCCC(OCc2ccc(Br)cc2)C1 (centres undefined)	3.3	·	-4.5
COc1cc(NC2CCN(S(=O)(=O)c3ccccc3)CC2)ncn1	-2.7	·	12.8
CC(NC(=O)C(C)N1CCCN(S(=O)(=O)c2ccc(F)cc2)CC1)c1ccccc1 (centres undefined)	-12.1	-21.8	1.4
CCN(CC)c1ncccc1CNC(=O)c1ccc(C)s1	-1.0	·	8.6
CCCCCn1c(=O)c2c(nc3n(-c4ccccc4N)c(C)cn23)n(C)c1=O	-1.6	-5.0	6.1
Cc1nn(-c2ccccc2)c2nc(C3CCOCC3)nc(N3CCN(C(=O)COc4ccccc4)CC3)c12	-3.6	-5.5	6.6
CNS(=O)(=O)c1ccc(C(=O)N(C)C2CCCCC2)o1	8.4	·	-0.2
O=C(Cc1cccs1)N1CCC(C(O)c2ccc(F)cc2)CC1 (centres undefined)	-2.3	-4.5	4.0
CNc1cncc(-c2cccc(OC)c2)n1	-2.1	·	2.2
C=CCOc1ccccc1C(=O)N1CCN2CCN(C)CC2C1 (centres undefined)	-5.2	-13.4	8.6
Cc1ccc(CN(CCc2ccccc2)C(=O)CN(CCN2CCOCC2)C(=O)c2cccc(Br)c2)o1	-1.7	-3.9	5.4
CC(=O)Oc1ccc(-n2c(C)cc(C=C3C(=O)N(C)C(=O)N(C)C3=O)c2C)cc1	-7.9	-5.7	-8.0
Cc1ccc(-c2nc(N3CCN(C(=O)C4CCC4)CC3)c3ccc(Cl)cc3n2)cc1	-3.9	-8.1	4.3
Cc1cc(C)cc(NC(=O)c2c(C)cc(=O)n(-c3ccccc3)c2C)c1	-5.3	·	-3.0

# Additional compounds follow.
molecule	hcGAS lum	mcGAS lum	NPYLR7 agonist
CN1CCN(c2ccc(NC(=O)c3cccs3)c(C(F)(F)F)c2)CC1	-4.8	·	0.3
COC(=O)c1cc(OC(=O)C23CC4CC(CC(C4)C2)C3)n(C)n1	2.0	·	8.2
O=C(O)Cn1c[n+](CC(=O)O)c2ccccc21	-4.5&-14.1	·	2.0&0.3
COc1ccc(S(=O)(=O)NCCCN2CCOCC2)cc1	-7.2	·	5.5

# Compound activity as filed in PubChem BioAssay.
